From PubChem BioAssay
hIAP block: human IAP inhibitors, primary screen, biochemical, luminescence, uHTS; Intestinal-type alkaline phosphatase (Homo sapiens), P09923; purified IAP, CDP-Star luminescence, 30 min; inhibition, % at 10 µM; 330,000 tested, 0.12% active;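 active = inhibition reaching a set limit with compound at 10 µM in the primary screen, cut at about 35% in these data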;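 note: plate controls were DMSO wells with enzyme for no effect and no-enzyme buffer wells for full effect; values of inactives mirror those of a sister screen read the other way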
Target sequence (P09923 whole entry, looked up): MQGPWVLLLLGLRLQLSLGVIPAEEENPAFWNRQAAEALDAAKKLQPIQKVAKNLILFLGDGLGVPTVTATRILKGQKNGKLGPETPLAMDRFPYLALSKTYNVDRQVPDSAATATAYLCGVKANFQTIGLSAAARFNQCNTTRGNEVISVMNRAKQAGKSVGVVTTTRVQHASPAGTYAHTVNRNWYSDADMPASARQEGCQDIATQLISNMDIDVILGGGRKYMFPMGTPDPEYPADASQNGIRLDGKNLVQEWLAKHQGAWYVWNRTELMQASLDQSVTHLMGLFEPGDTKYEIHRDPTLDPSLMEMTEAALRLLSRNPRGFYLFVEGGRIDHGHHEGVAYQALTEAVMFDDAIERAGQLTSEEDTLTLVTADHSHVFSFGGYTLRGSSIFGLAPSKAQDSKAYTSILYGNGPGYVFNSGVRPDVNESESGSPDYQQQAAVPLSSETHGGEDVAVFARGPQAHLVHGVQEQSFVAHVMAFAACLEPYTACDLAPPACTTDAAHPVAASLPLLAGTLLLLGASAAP
mIAP activ: activators of mouse IAP, primary screen, biochemical, luminescence, uHTS; activation factor at 10 µM; AID 2805, 2010; muIAP, CDP-Star luminescence, 30 min; active compounds read high; 1 = vehicle-only enzyme signal, 0 = enzyme-free wells; 330,000 tested, 0.24% active;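 active = activation factor of at least 2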; note: the source names both 10 and 20 µM as test concentration; values of inactives mirror those of a sister screen read the other way
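Assay system: mouse IAP enzyme; reagent: chemiluminescent substrate CDP-Star; dosing: test compounds delivered from DMSO solution; schedule: 30 min at room temperature; measured by: luminescence from enzymatic CDP-Star hydrolysis; controls: DMSO-only wells and no-enzyme negative control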
NLRP3 yeast inh: NALP3 inflammasome inhibitors in reconstituted yeast, primary screen, luminescence, uHTS; 330,000 tested, 0.39% active; inhibition, % at 10 µM; Yeast reconstituted NLRP3/ASC/caspase-1, beta-gal luminescence, 24 h;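 active = inhibition of 50% or more; inactive = inhibition below 50%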;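 note: plate controls were induced DMSO wells for no effect and uninduced yeast grown without galactose for full effect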
tim10-1 inh: growth inhibitors of tim10-1 mutant yeast, primary screen, luminescence, uHTS; S. cerevisiae tim10-1 ts strain growth, BacTiter-Glo, 24 h; inhibition, % at 20 µM; 330,000 tested, 2.2% active; AID 463190, 2010;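 active = inhibition of at least 40%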;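 note: mutant grown at 25 °C; 0% = DMSO wells with yeast and 100% = wells holding no yeast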
TIM10 inh: growth inhibitors of isogenic TIM10 control yeast, primary screen, counter-screen for tim10-1 yeast inhibitor project, luminescence, uHTS; S. cerevisiae TIM10 strain growth, BacTiter-Glo luminescence, 24 h; 330,000 tested, 1.4% active; inhibition, % at 10 µM;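 active = inhibition of 40% or more at the single tested concentration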;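 note: wild-type TIM10 isogenic control strain grown at permissive 25 °C; 0% = DMSO yeast wells and 100% = minimal medium wells without yeast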
Apaf-1 inh: inhibitors of human Apaf-1 apoptosome, primary screen, biochemical, DEVD-Rh110 fluorescence, uHTS; inhibition, % at 20 µM; 330,000 tested, 0.71% active; Apoptotic protease-activating factor 1 (Homo sapiens), O14727; reconstituted apoptosome caspase-3 activity; AID 489030, 2010; active = inhibition of at least 40% at 20 µM;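 note: plate controls were DMSO wells for no effect and DEVD-CHO caspase inhibitor wells for full effect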
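Material: cell-free apoptosome with Apaf-1, procaspase-3 and caspase-9; Buffer or medium: Hepes pH 7.5 with detergent and BSA; Reagent: cytochrome c trigger plus (Z-DEVD)2-Rh110 caspase-3 substrate; Times: compound with Apaf-1, dATP, procaspase-3 30 min, then 50 min reaction, room temperature; Technique: Rh110 fluorescence intensity.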
ATG4B inh: ATG4B protease inhibitors, primary screen, biochemical, fluorescence, uHTS. ATG4B cleavage of LC3-PLA2, NBD-HPC fluorescence, 1 h. inhibition, % at 8.33 µM. 340,000 tested, 0.51% active. Cysteine protease ATG4B (Homo sapiens), Q9Y4P1; in the data active = inhibition above about 40%
Target sequence (Q9Y4P1 whole entry, looked up): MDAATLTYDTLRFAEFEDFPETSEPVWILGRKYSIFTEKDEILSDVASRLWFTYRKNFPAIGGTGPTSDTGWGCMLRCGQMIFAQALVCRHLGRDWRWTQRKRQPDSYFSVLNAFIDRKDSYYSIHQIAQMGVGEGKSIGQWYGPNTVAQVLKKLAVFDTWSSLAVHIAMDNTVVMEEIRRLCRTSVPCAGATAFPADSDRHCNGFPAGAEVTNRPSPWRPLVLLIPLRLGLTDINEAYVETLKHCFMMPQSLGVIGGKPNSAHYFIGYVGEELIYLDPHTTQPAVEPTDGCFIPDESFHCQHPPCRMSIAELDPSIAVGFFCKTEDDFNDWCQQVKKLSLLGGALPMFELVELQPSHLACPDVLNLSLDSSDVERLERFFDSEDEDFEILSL
hIAP act: human IAP activators, primary screen, biochemical, luminescence, uHTS. purified human IAP, CDP-Star luminescence, 30 min; active compounds read high; 1 = vehicle-only enzyme, 0 = enzyme-free background. 330,000 tested, 0.16% active. activation factor at 10 µM;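 active = activation factor of the enzyme at least 2-fold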; note: the source names both 10 and 20 µM as test concentration; values of inactives mirror those of a sister screen read the other way
mIAP inh: inhibitors of mouse IAP, primary screen, biochemical, luminescence, uHTS. 330,000 tested, 0.2% active. intestinal alkaline phosphatase [Mus musculus]. inhibition, % at 10 µM. purified mouse IAP, CDP-Star luminescence, 30 min;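 active = inhibition of at least 40% at 10 µM in the primary screen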;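 note: plate controls were DMSO with enzyme for no effect and no enzyme wells for full effect; values of inactives mirror those of a sister screen read the other way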
An asterisk follows results filed as active; / = no result given. An unsorted share of the library; any-hit rate near 4.5%.

entry	SMILES	hIAP block	mIAP activ	NLRP3 yeast inh	tim10-1 inh	TIM10 inh	Apaf-1 inh	ATG4B inh	hIAP act	mIAP inh
1	O=C(CSc1nnc2c(n1)[nH]c1ccc(F)cc12)N1CCOCC1	4	1	4	1	2	-6	2	0.96	0
2	C#CCOCCOCCOCCNc1nc(N2CCN(C(=O)[C@H](Cc3cc4ccccc4[nH]3)n3cc([C@@H](N)C(C)CC)nn3)CC2)nc(N2CCN(C(=O)[C@H](Cc3cc4ccccc4[nH]3)n3cc([C@@H](N)CC(C)C)nn3)CC2)n1 (some centres undefined)	13	1.4	9	0	-2	32	/	0.87	-44
3	Cc1nn(CC(=O)NCCCN2CCCCC2)c(=O)c2cccn12	12	0.92	2	-2	-2	5	-3	0.88	8
4	COc1cccc(C(=O)Nc2c(C(N)=O)oc3ccccc23)c1	-8	0.86	27	13	6	8	-16	1.1	14
5	O=C(NCc1ccccc1)N1CCOc2ccccc21	-10	1	-28	14	-7	-2	-3	1.1	0
6	Cc1c(Cc2ccccc2)c(=O)oc2cc(OCC(=O)NCC(O)c3ccccc3)ccc12 (centres undefined)	5	0.98	9	3	2	20	5	0.95	2
7	O=c1[nH]c2ccccc2c(O)c1Cc1ccccc1	-2	1.1	17	0	-2	-1	6	1	-11
8	Cc1ccccc1C(=O)Nc1cccc(NC(=O)c2ncn[nH]2)c1	9	0.81	13	-7	7	4	-14	0.91	19
9	CCOC(=O)c1ccc(NC(=S)N2CCSC2c2c(F)cc(F)cc2F)cc1 (centres undefined)	10	0.94	3	16	22	15	-2	0.9	6
10	CC(OC(=O)CNC(=O)c1cccs1)C(=O)Nc1ccc(S(N)(=O)=O)cc1 (centres undefined)	-22	1	9	2	4	6	9	1.2	-4
11	Cc1cc(NC(=O)CSc2nnc(CNC(=O)c3c(F)cccc3F)o2)no1	10	1.1	20	7	4	9	-6	0.91	-15
12	CC(=O)c1c(C)[nH]c(C(=O)N(C)CC(=O)Nc2ccc(Cl)c(C(F)(F)F)c2)c1C	-1	1	7	4	6	0	-9	1	0
13	Cc1cc(C(=O)OCC(=O)Nc2cccc([N+](=O)[O-])c2)c(C)o1	2	0.98	5	-8	4	2	4	0.98	2
14	O=C(NCc1ccco1)C(c1ccccc1)N(C(=O)Cc1cccs1)c1cccnc1 (centres undefined)	0	0.96	0	16	12	-5	-14	1	4
15	Cc1ccc(C(=O)O)cc1NC(=O)C1=CSCCO1	11	1	5	-6	-2	-2	-1	0.89	-3
16	Cc1ccc(CN2CCN(Cc3cnc(C)s3)CC2CCO)o1 (centres undefined)	7	0.91	20	7	-5	-7	-2	0.93	9
17	CSc1ccccc1NC(=O)CN(C)Cc1cccc(Cl)c1	0	1	-9	15	-7	9	16	1	-3
18	CC(=O)NC(N(C#N)c1nc(Cl)nc(N(C)C)n1)C(Cl)(Cl)Cl (centres undefined)	-27	0.95	5	1	9	-18	2	1.3	5
19	COc1ccc2cc(C(=O)N3CCCCCC3)sc(=O)c2c1OC	3	0.91	4	8	-4	2	3	0.97	9
20	Cc1nc(NC(=O)c2ccccc2)sc1-c1csc(Nc2cccc(Cl)c2)n1	7	0.82	4	9	-113	-14	/	0.93	18
21	CCOc1ccc2nc(NC(=O)c3cc([N+](=O)[O-])ccc3N3CCOCC3)sc2c1	10	0.82	4	19	14	10	-19	0.9	18
22	C/C(=N\NC(=O)c1cc(C2CC2)nc2ccccc12)c1ccc(O)cc1O	-48	0.99	27	-14	11	2	1	1.5	1
23	CCOc1cc(S(=O)(=O)Nc2ccccn2)ccc1F	-14	1	23	-9	3	-16	1	1.1	0
24	Cc1cnc(C(=O)OCC(=O)NC2CCCCC2)cn1	5	0.89	9	11	0	-7	5	0.95	11
25	CC1CCN(C(C(=O)Nc2ccc(C(C)C)cc2)c2ccc3c(c2)OCO3)CC1 (centres undefined)	14	1.8	1	20	33	13	-3	0.86	-75
26	Cc1ccc(S(=O)(=O)N2CCOCC2)cc1C(=O)OCC(=O)NCCc1ccccc1	4	1	8	2	3	-7	-4	0.96	-1
27	CCCCNc1nc2c(c(=O)n(Cc3ccccc3)c(=O)n2C)n1C	-7	0.97	12	15	21	4	3	1.1	2
28	COc1ccc(-c2[nH]c3ccccc3c2SCCN)cc1	-7	1.2	36	-39	-1	-16	-4	1.1	-22
29	O=C(NCc1c(Cl)cccc1Cl)c1ccc2nnsc2c1	-8	0.94	16	8	0	-14	0	1.1	6
30	CC(C)CCN1CCC(C)(NC(=O)c2ccccc2)C1=O (centres undefined)	-10	1.1	15	10	-6	5	0	1.1	-8
31	COc1ccccc1Cc1noc(COc2cccc(C)c2C)n1	-6	1	-14	17	-1	19	8	1.1	-2
32	C=CCn1ncc(OC)c(Cl)c1=O	-9	0.9	19	-10	-20	-19	-3	1.1	10
33	CC(=O)N1CCc2cc(Br)cc(S(=O)(=O)NCCCN3CCCC(C)C3)c21 (centres undefined)	6	0.98	5	-6	-23	-41	3	0.94	2
34	C#CCO[C@@H]1C[C@H](n2ccc(NC(=O)c3ccccc3)nc2=O)O[C@@H]1CO	5	1.1	8	1	-6	-3	-7	0.95	-13
35	CCOc1ccc(NCc2nnc(SCc3ccccc3Cl)n2-c2ccccc2)cc1	2	1	3	39	37	17	19	0.98	-2
36	O=C(CN1CCOCC1)N1CCN(c2nnc(-c3ccccc3)c3ccccc23)CC1	0	1	-9	1	-5	5	-2	0.99	-1
37	COc1cc(C2Nc3cccc4cccc(c34)N2)cc(OC)c1O	22	0.73	40	21	29	36	-54	0.79	27
38	O=C(NC1CCCCCC1)C1CCN(C(=O)c2ccc(Br)cc2)CC1	-24	0.95	19	13	13	-10	-5	1.2	5
39	Cn1c(SCc2c(Cl)cccc2Cl)nc(C(F)(F)F)cc1=O	-11	0.92	0	-15	-10	8	1	1.1	8
40	COc1cc(OC)cc(-c2c(-c3ccsc3)c3cc(Br)ccc3n2C)c1	3	0.85	-19	-1	1	14	-2	0.97	15
41	Cc1ccc(-n2c(C)cc(/C=c3/sc4nc5ccccc5n4c3=O)c2C)cc1	-2	0.9	14	1	-31	12	-3	1	10
42	Cc1onc(-c2ccccc2)c1C(=O)NC1CCC(C)CC1 (centres undefined)	-3	1.1	13	19	17	-6	-45	1	-13
43	O=C(CSc1nnnn1Cc1ccccc1)c1ccccc1	-10	1	20	22	33	17	8	1.1	-5
44	Cc1c(C=O)c2ccccn2c1C(=O)c1ccc(Cl)c([N+](=O)[O-])c1	10	0.95	19	-17	1	3	1	0.9	5
45	Cc1ccc(-c2ccc(=O)n(CC(=O)Nc3ccc4c(c3)OCCO4)n2)cc1	-1	0.95	20	2	-2	7	-4	1	5
46	CN(c1ccc(O)cc1)c1nc(O)c(C2=c3ccccc3=NC2=O)s1	24	0.91	23	1	11	14	-5	0.76	9
47	C=CC[C@]12C[C@@H](OC)C(=O)C=C1O[C@@H](c1ccc(OC)c(OC)c1)[C@H]2C	12	0.98	-5	13	4	-12	-26	0.89	2
48	CC(/C=C/c1ccccc1)=N/NC(=O)CNC(=O)c1ccccc1F	8	0.97	5	-5	-6	0	-7	0.92	3
49	O=C(c1cc(COc2ccc3ncccc3c2)on1)N1CCCC(O)C1 (centres undefined)	15	1	3	5	5	-1	-1	0.85	0
50	CCC(Sc1nc2ccccc2o1)C(=O)Nc1nnc(C)s1 (centres undefined)	19	0.86	29	-49	-28	7	-4	0.81	14
51	CCOC(=O)c1c(NC(=O)C2C3CCC(O3)C2C(=O)O)sc(C)c1-c1ccc(F)cc1 (centres undefined)	9	0.95	23	13	12	-1	-2	0.91	5
52	Cc1oc(-c2ccc(Cl)cc2)nc1CN1CCC(C(=O)NCc2cccnc2)CC1	7	0.85	7	3	6	9	1	0.93	15
53	CCOc1ccccc1NC(=O)CSc1nnc(-c2ccco2)n1Cc1ccco1	-4	0.98	10	27	3	7	6	1	2
54	COC(=O)c1cc(S(=O)(=O)N2CCN(c3ccc(OC)cc3)CC2)cn1C	18	1	11	4	2	4	2	0.82	0
55	CC(=O)N1CCN(S(=O)(=O)c2cccc(C(=O)OCC(=O)N(CCC#N)c3ccc(F)cc3)c2)CC1	-6	0.99	9	3	9	0	1	1.1	1
56	CCOc1cc2c(cc1OCC)CN(CC(=O)Nc1ccccc1C(=O)NC1CC1)CC2	-9	1	13	10	-1	-9	3	1.1	0
57	CC1=C(C(=O)Nc2ccccc2)C(c2ccco2)C(C#N)=C(SCC(N)=O)N1 (centres undefined)	3	0.91	10	-6	-3	4	9	0.97	9
58	N#CNC(=Nc1cccc(F)c1)SCc1cccc(F)c1	10	0.8	-8	4	9	-19	3	0.9	20
59	Cc1cc(O)c(NC(=O)c2cccc([N+](=O)[O-])c2)cc1C	-14	0.97	16	3	-15	-11	10	1.1	3
60	O=C(CSc1ncccc1-c1nc2ccccc2[nH]1)NC1CC1	1	0.85	13	14	11	3	1	0.99	15

The list goes on.
entry	SMILES	hIAP block	mIAP activ	NLRP3 yeast inh	tim10-1 inh	TIM10 inh	Apaf-1 inh	ATG4B inh	hIAP act	mIAP inh
61	N#Cc1c(-n2cccc2/C=N/O)sc2c1CCCC2	-3	1.1	-2	41*	-17	13	0	1	-14
62	N=c1c2c(-c3ccccc3)c(-c3ccccc3)oc2ncn1Cc1ccco1	11	0.99	-15	28	20	24	-4	0.89	1
63	COc1cccc(OC)c1C(=O)Nc1ccc(N2CCN(S(C)(=O)=O)CC2)cc1	11	1	8	8	0	6	-3	0.89	-4
64	O=C(CSc1nc(-c2ccccc2)cs1)NC(=O)NCc1ccco1	-11	0.88	21	2	3	6	-6	1.1	12
65	CCOC(=O)C1(CCCc2ccccc2)CCN(C(=O)C(C)n2cncn2)CC1 (centres undefined)	4	1	-3	13	17	-12	-8	0.96	0
66	O=C(O)CC/C(=N/Nc1ccc([N+](=O)[O-])cc1)C(=O)O	14	1	11	-54	12	-18	1	0.86	-2
67	Cc1ccsc1C(=O)Nc1nccs1	0	0.89	20	-27	11	-2	5	1	11
68	CCCCNC(=S)NNc1c(Cl)cc(Cl)cc1Cl	8	1	11	19	0	-3	2	0.92	-3
69	CSCC(=O)NCC1(N(C)Cc2ccccc2)Cc2ccccc2C1	9	1	6	6	0	-1	-7	0.91	-1

Molecules listed so far that contain a COOH group, in the order listed:
entry	SMILES	hIAP block	mIAP activ	NLRP3 yeast inh	tim10-1 inh	TIM10 inh	Apaf-1 inh	ATG4B inh	hIAP act	mIAP inh
15	Cc1ccc(C(=O)O)cc1NC(=O)C1=CSCCO1	11	1	5	-6	-2	-2	-1	0.89	-3
51	CCOC(=O)c1c(NC(=O)C2C3CCC(O3)C2C(=O)O)sc(C)c1-c1ccc(F)cc1 (centres undefined)	9	0.95	23	13	12	-1	-2	0.91	5
66	O=C(O)CC/C(=N/Nc1ccc([N+](=O)[O-])cc1)C(=O)O	14	1	11	-54	12	-18	1	0.86	-2
